ERp5 inh – inhibitors of ERp5-driven insulin aggregation, primary screen, biochemical, turbidity, absorbance 650 nm, single point; inhibition, % at 9.99 µM; 90 min; 350,000 compounds, 0.05% hits; AID 651711, 2012; Protein disulfide-isomerase A6 (Homo sapiens), Q15084;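 active means mean replicate inhibition above about 25%, with every replicate also reaching it, limit read from the data, passing the limit was not always enough; inconclusive means only one of those two criteria met; inactive means neither criterion met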
RAD54 inh – inhibitors of human RAD54 branch migration, primary screen, biochemical, fluorescence, single point. inhibition, % at 10.4 µM. RAD54 Holliday junction branch migration, FAM/BHQ fluorescence. 360,000 compounds, 0.14% hits. DNA repair and recombination protein RAD54-like (Homo sapiens), Q92698;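 active means mean normalized replicate activity at least 40 and at least half of replicates scoring 40 or more; inconclusive means only one of the two criteria met; inactive means mean below 40 and under half of replicates reaching 40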;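 further: 0% = median of neutral control wells and 100% = median of positive control wells; inhibitors cause a drop in the FAM fluorescence signal; in these data hits start at about 50%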
Target sequence (Q92698 whole entry, looked up): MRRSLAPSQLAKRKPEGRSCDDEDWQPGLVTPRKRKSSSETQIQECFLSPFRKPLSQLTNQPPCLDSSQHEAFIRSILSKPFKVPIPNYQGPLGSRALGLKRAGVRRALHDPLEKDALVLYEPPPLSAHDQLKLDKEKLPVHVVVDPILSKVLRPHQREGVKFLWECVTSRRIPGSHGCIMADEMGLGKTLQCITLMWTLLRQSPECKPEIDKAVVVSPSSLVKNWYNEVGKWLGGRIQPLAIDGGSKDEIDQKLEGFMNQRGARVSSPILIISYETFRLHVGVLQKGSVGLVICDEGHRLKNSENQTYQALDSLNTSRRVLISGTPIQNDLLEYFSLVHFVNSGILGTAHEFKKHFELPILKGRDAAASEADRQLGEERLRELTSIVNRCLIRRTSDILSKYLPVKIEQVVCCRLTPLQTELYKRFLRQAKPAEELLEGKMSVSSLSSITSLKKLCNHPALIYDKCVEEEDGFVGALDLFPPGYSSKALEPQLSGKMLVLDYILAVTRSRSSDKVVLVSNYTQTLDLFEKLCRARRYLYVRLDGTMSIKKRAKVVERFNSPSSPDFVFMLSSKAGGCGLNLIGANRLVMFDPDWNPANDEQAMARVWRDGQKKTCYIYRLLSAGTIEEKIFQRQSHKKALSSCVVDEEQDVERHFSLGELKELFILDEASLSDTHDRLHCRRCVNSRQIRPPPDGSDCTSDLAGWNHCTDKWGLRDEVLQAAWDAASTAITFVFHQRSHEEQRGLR
E-selectin induc – E-selectin induction in HUVECs, primary screen, imaging, HUVEC, immunofluorescence imaging, single point; P16581; normalized: neutral wells 0, TNF-alpha wells 100; activation, % at 7.58 µM; 260,000 compounds, 0.37% hits; AID 686992, 2013;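 active means mean E-selectin-positive cell signal at least 10% of the positive control, reached in at least 60% of replicates, without over 20% cell loss; inconclusive means no rule given, readout overlaps actives, possibly toxicity-flagged; inactive means the rest, including those meeting only one limit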;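 further: in these data hits start at about 27%; measured in HUVEC primary endothelial cells; signal is the percent of cells scored E-selectin positive by PE staining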
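Read-out: % PE-positive cells | Test system: HUVEC | Doses: One compound dose added by pin transfer | Buffer or medium: EGM-2 over gelatin coat | Signal: Immunofluorescence imaging | Benchmarks: TNF-alpha, DMSO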
XiGFP reactiv – activators of inactive X chromosome reactivation, primary screen, imaging, XiGFP fibroblasts, GFP high-content imaging, set 2; XiGFP mouse fibroblasts, % GFP-positive cells imaging, 3 d; cells co-treated with 5-aza-dC sensitizer; scaled so ellipticine positive control = 100%; 360,000 compounds, 0.055% hits; activation, % at 7.58 µM;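 active means mean normalized replicate activation at least 10% and every replicate at or above 10%; inconclusive means only one of the two criteria met; inactive means mean below 10% and not all replicates reach 10%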;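 further: 0% = median of on-plate neutral control wells and 100% = ellipticine 6 µM median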
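Assay system: SV40-immortalized XiGFP fibroblast cells, line 68-5-11; buffer or medium: DMEM plus 5-aza-dC sensitizer; compound: one concentration, pinned; timing: compounds 3 days, fix/stain 15 min at room temperature; benchmarks: positive control ellipticine, 6 µM final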
RAD52 inh – RAD52 DNA annealing inhibitors, primary screen, biochemical, FRET, single point, set 2 | DNA repair protein RAD52 homolog (Homo sapiens), P43351 | 360,000 compounds, 0.46% hits | inhibition, % at 18.7 µM | recombinant RAD52 DNA annealing, FRET fluorescence;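 active means every replicate showing at least 50% inhibition; inconclusive means mean inhibition at least 50% but not in every replicate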
esBAF inh – Bmi1 luciferase reporter increase in mESCs, primary screen, esBAF inhibitor project, mouse ES cells, Bmi1 luciferase knock-in, single point. reporter increase, % at 12.5 µM. 350,000 compounds, 2% hits. 24 h; 100% = twice the neutral-well signal; in the data active means activation above about 40%; inconclusive means no clear call, values can overlap the other calls;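 further: 0% = median of the plate's neutral control wells and 100% = double that signal; a rise in the Bmi1 reporter signal indicates esBAF inhibition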
S100A4 inh HTS – inhibitors of S100A4-myosin IIA peptide binding, primary screen, biochemical, fluorescence polarization, TAMRA-MyoIIA peptide; inhibition, % at 10.7 µM; 360,000 compounds, 0.14% hits; AID 652163, 2013;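 active means mean inhibition of at least 70% across replicates, with every replicate also reaching that level; inconclusive means mean inhibition reaches 70% but some replicates fall short; inactive means mean inhibition below 70%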
Target sequence (P26447 whole entry, looked up): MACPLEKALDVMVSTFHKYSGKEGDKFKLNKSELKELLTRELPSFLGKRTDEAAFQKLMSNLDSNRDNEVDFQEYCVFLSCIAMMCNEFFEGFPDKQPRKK
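Material: S100A4 monomer (human). Medium: Calcium-containing HEPES buffer, pH 7.2. Probe or stimulus: labelled myosin peptide probe, 5 nM. Compound dosing: one concentration per compound. Timing: polarization read 5 min after assay mix addition, stable 5–60 min. Benchmarks: DMSO as neutral control, TFP as positive control.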
ERAP1 inh – human ERAP1 aminopeptidase inhibitors, primary screen, biochemical, single point, plate reader; 340,000 compounds, 0.15% hits; recombinant ERAP1, Leu-AMC fluorescence, 60 min; AID 652197, 2013; Endoplasmic reticulum aminopeptidase 1 (Homo sapiens), Q9NZ08; inhibition, % at 10.7 µM;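 active means mean replicate inhibition of at least 30%, or all replicates individually reaching that 30% level; inactive means mean below 30% and not every replicate reaching it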;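 further: 0% = neutral control wells and 100% = L-leucinethiol positive control wells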
Active calls of the source: *; ? = inconclusive; . = not tested or not shown.

SMILES	ERp5 inh	RAD54 inh	E-selectin induc	XiGFP reactiv	RAD52 inh	esBAF inh	S100A4 inh HTS	ERAP1 inh
COc1cc(C2c3[nH]c4ccccc4c3CC3COC(=O)N32)cc(OC)c1O (centres undefined)	3	.	1.2	0.6	-5	.	-1	0
Cc1ccc(S(=O)(=O)N2C3CCCCC3O[C@H]2CC(=O)OCc2ccccc2)cc1 (some centres undefined)	-5	.	0.0	0.0	-11	.	-4	-2
O=C(CN1CCOCC1)N[C@@H]1CC[C@H](CCn2cc(C3CCCC3)nn2)O[C@H]1CO	3	.	0.0	0.0	7	.	-5	-1
Cc1cccc(NC(=S)N(CCCN2CCOCC2)Cc2ccco2)c1	2	-5	.	0.2	-8	-2	2	0
C#CCOCCOCCOCCNc1nc(N2CCN(C(=O)[C@H]([C@@H](C)CC)n3cc(CCCN=C(N)N)nn3)CC2)nc(N2CCN(C(=O)[C@H](Cc3ccc(O)cc3)n3cc(CCO)nn3)CC2)n1	-2	-11	-0.2	0.0	8	-5	-4	-5
C[C@@H]1CN([C@@H](C)CO)C(=O)c2cc(N(C)C)ccc2O[C@@H](C)CCCCO[C@H]1CN(C)Cc1ccncc1	0	-6	-0.1	-0.4	-13	-4	0	-4
Cc1ccc(NC(=O)CSc2ncn(-c3ccccc3)n2)cc1C	3	5	.	.	-1	-3	4	-4
CCc1cc(C(=O)N2CCN(C(=O)c3ccccc3)CC2)sc1C	1	2	.	-0.1	-8	1	1	-2
CN1/C(=C\C(=O)COC(=O)CNC(=O)c2ccccc2F)C(C)(C)c2ccccc21	1	.	.	0.7	-28	.	-13	-2
c1ccc(CNCc2ccco2)cc1	1	-4	.	0.0	-13	-3	-3	1
O=C(c1ccc2c(c1)OCO2)N1C[C@@H]2[C@H](c3ccccc31)[C@@H](CO)N2CC1CCCC1	7	-2	-0.4	0.0	7	-4	0	1
CN(C)C(=O)C1C2NC(=S)N(c3cccc(Cl)c3)C1(C)Oc1ccc(Cl)cc12 (centres undefined)	6	-20	.	0.7	-7	.	-1	0
COC(=O)c1ccc(Nc2c([N+](=O)[O-])ccc3nonc23)cc1	-1	-14	2.6	0.0	-458	-3	8	-5
Cc1nc(NC(=O)c2ccccc2)sc1-c1cc(C(=O)N2CCOCC2)nn1Cc1ccccc1	2	3	2.0	-0.1	-8	9	9	.
COc1ccccc1CNC(=O)C1CCN(S(=O)(=O)c2cccc3cccnc23)CC1	-12	0	.	0.0	-16	2	1	2
O=C1CCC(=O)N1Cc1c(Cl)cccc1Cl	-1	1	15	-0.1	-17	-4	3	-4
Cc1ccc2nc(-c3ccccc3)cc(C(=O)N3CCN(c4ccccc4O)CC3)c2c1	-1	5	-0.8	0.0	-5	15	-4	3
Cc1ccc(CN2C(=O)c3ccccc3NC2c2ccccn2)cc1 (centres undefined)	-3	.	0.2	0.0	-18	.	-21	0
Cc1cc(C(=O)Nc2cccc3c2O[C@@H](CN(C)Cc2ccccc2)[C@@H](C)CN([C@@H](C)CO)C3=O)n(C)n1	-5	-4	0.0	0.2	-16	-1	-1	0
C/C=C/c1ccc(OCC(=O)N(CCOC)c2c(N)n(CCCC)c(=O)[nH]c2=O)c(OC)c1	3	-10	.	-0.1	-5	.	-5	1
Cc1cccc(NC(=O)c2ccc3c(c2)CCN3S(C)(=O)=O)c1	0	0	-0.1	0.0	-8	40	1	-2
CCNC(=O)/C(C#N)=C/c1c(N2CCN(c3ccccc3)CC2)nc2c(C)cccn2c1=O	-2	-7	-0.1	0.0	-19	0	-9	-4
COc1ccccc1CN1CC(C(=O)NCCc2ccc(Cl)cc2)CC1=O (centres undefined)	-2	9	2.1	0.2	-3	-2	-3	3
COc1ccc(C(=O)N2CCN(c3cnn(-c4ccccc4)c(=O)c3Cl)CC2)cc1	5	0	.	0.0	-6	-2	6	-2
CCOC(=O)C1CCCN(C(=O)COc2ccc(S(=O)(=O)N(CC)c3ccccc3)cc2)C1 (centres undefined)	-6	.	0.0	0.1	-3	.	-1	7
COc1ccc(OC)c(S(=O)(=O)N2CCC(NC(=O)c3ccccc3)CC2)c1	2	.	4.9	0.1	-4	.	-4	1
O=C(CC(=O)Nc1ccc(F)cc1F)Nc1ccc(F)cc1F	1	-5	.	0.4	-2	-6	0	2
COC(=O)C1=C[C@@H](C(=O)OC)C2C3=C(C(=O)C24CCCCC4)[C@H](C)n2c(=O)n(-c4ccccc4)c(=O)n2[C@@H]3C1 (some centres undefined)	1	-1	-0.1	-0.3	-7	-4	7	.
CCc1nc2c(cnn2-c2ccc(F)cc2)c(=O)n1-c1ccc(N2CCC(C)CC2)cc1	-3	-1	0.2	0.1	-59	-6	-47	1
C[C@H](CO)N1C[C@H](C)[C@@H](CN(C)Cc2ccc(Oc3ccccc3)cc2)Oc2cc(-c3ccncc3)ccc2S1(=O)=O	22	-1	0.4	-0.7	8	-21	-6	1

Exported with two lines to a compound: part of the list above
Values run as follows: ERp5 inh	RAD54 inh	E-selectin induc	XiGFP reactiv	RAD52 inh	esBAF inh	S100A4 inh HTS	ERAP1 inh
- C/C=C/c1ccc(OCC(=O)N(CCOC)c2c(N)n(CCCC)c(=O)[nH]c2=O)c(OC)c1
 : 3	-10	.	-0.1	-5	.	-5	1
- Cc1cccc(NC(=O)c2ccc3c(c2)CCN3S(C)(=O)=O)c1
 : 0	0	-0.1	0.0	-8	40	1	-2
- CCNC(=O)/C(C#N)=C/c1c(N2CCN(c3ccccc3)CC2)nc2c(C)cccn2c1=O
 : -2	-7	-0.1	0.0	-19	0	-9	-4
- COc1ccccc1CN1CC(C(=O)NCCc2ccc(Cl)cc2)CC1=O (centres undefined)
 : -2	9	2.1	0.2	-3	-2	-3	3
- COc1ccc(C(=O)N2CCN(c3cnn(-c4ccccc4)c(=O)c3Cl)CC2)cc1
 : 5	0	.	0.0	-6	-2	6	-2
- CCOC(=O)C1CCCN(C(=O)COc2ccc(S(=O)(=O)N(CC)c3ccccc3)cc2)C1 (centres undefined)
 : -6	.	0.0	0.1	-3	.	-1	7
- COc1ccc(OC)c(S(=O)(=O)N2CCC(NC(=O)c3ccccc3)CC2)c1
 : 2	.	4.9	0.1	-4	.	-4	1
- O=C(CC(=O)Nc1ccc(F)cc1F)Nc1ccc(F)cc1F
 : 1	-5	.	0.4	-2	-6	0	2
- COC(=O)C1=C[C@@H](C(=O)OC)C2C3=C(C(=O)C24CCCCC4)[C@H](C)n2c(=O)n(-c4ccccc4)c(=O)n2[C@@H]3C1 (some centres undefined)
 : 1	-1	-0.1	-0.3	-7	-4	7	.
- CCc1nc2c(cnn2-c2ccc(F)cc2)c(=O)n1-c1ccc(N2CCC(C)CC2)cc1
 : -3	-1	0.2	0.1	-59	-6	-47	1
- C[C@H](CO)N1C[C@H](C)[C@@H](CN(C)Cc2ccc(Oc3ccccc3)cc2)Oc2cc(-c3ccncc3)ccc2S1(=O)=O
 : 22	-1	0.4	-0.7	8	-21	-6	1

Next part
SMILES	ERp5 inh	RAD54 inh	E-selectin induc	XiGFP reactiv	RAD52 inh	esBAF inh	S100A4 inh HTS	ERAP1 inh
O=C(/C=C\c1ccccc1)Oc1cccc2cccnc12	7	.	0.8	0.3	-86	-6	-11	-5
N#CCCN(Cc1ccccc1)C(=O)c1cccs1	6	-11	.	0.1	-12	-7	-2	-1
O=C(Nc1ccccc1)C1=C(c2ccccc2)S(=O)(=O)CCS1(=O)=O	-11	.	-2.4	-0.6	-4	.	-9	-2
CC(Cc1cccnc1)NC(=O)c1cc(COc2ccc(F)cc2F)on1 (centres undefined)	4	-4	-0.5	0.2	-1	.	0	-1
COc1ccc(S(=O)(=O)N[C@@H]2C=C[C@H](CC(=O)N3CCC(Cc4ccccc4)CC3)O[C@@H]2CO)cc1	-5	6	-0.2	-0.1	-7	-13	-5	3
C[C@H]1CN([C@@H](C)CO)C(=O)Cc2cc(NC(=O)C3CCCCC3)ccc2O[C@@H]1CN(C)S(=O)(=O)c1ccc(Cl)cc1	0	14	-0.7	0.0	-5	4	2	-3
Cc1ccc(S(=O)(=O)N(C)C[C@@H]2OCCCC[C@H](C)Oc3ccc(NC(=O)Cc4ccccc4)cc3C(=O)N([C@H](C)CO)C[C@@H]2C)cc1	3	-3	.	0.0	16	5	-2	2
O=C1CNC(c2ccccc2)C(c2ccccc2)N1 (centres undefined)	-5	2	-0.2	0.0	-13	-3	-7	2
Cc1ccc(CC(=O)N2CCN(C(=O)C3CCCO3)CC2)cc1 (centres undefined)	-7	6	-0.1	0.4	6	.	1	0
CCc1nnc(NC(=O)CN2CCCC(C)C2)s1 (centres undefined)	2	-1	.	-0.1	-7	-3	9	-3
O=C(Oc1coc(CSc2nnc(NC(=O)c3cccs3)s2)cc1=O)c1ccccc1	?	0	-2.3	1.1	-12	.	5	15
CC1Cc2ccccc2N1C(=O)Cn1c(=O)oc2cc(S(=O)(=O)N3CCCCC3)ccc21 (centres undefined)	5	-13	1.1	0.0	-79	4	-3	-2
CCCN1CCC(=NNC(=O)c2ccc(Br)o2)CC1	1	3	.	.	-6	4	10	1
CCOC(=O)c1c(NC(=O)COC(=O)CCNS(=O)(=O)c2ccccc2)sc(C(=O)N(C)C)c1C	0	.	0.0	-0.1	-14	-9	-2	5
Fc1ccc(Oc2ccnc(Cl)n2)c(Cl)c1	0	.	0.0	0.0	-3	.	-4	2
Cc1cccn2c(=O)nc(SCC(=O)N3CCC(C)CC3)nc12	-8	1	0.2	0.0	-6	-4	7	-1
CCS(=O)(=O)N1CCC(C(=O)NCCN2CCN(Cc3ccccc3)CC2)CC1	0	-7	.	.	11	-3	-3	10
CCCN1C[C@H](C)[C@H](OC)CN(C)C(=O)c2cc(NC(=O)Nc3c(C)noc3C)ccc2OC[C@H]1C	0	-6	0.3	-0.3	6	-6	2	-2
O=C(O)c1cccc(-n2cccc2/C=C\[N+](=O)[O-])c1	4	.	.	-0.1	-43	.	-3	14
CN1C(=O)c2cc(NC(=O)c3cccs3)ccc2OC[C@@H]2O[C@H](CC(=O)NCC(F)(F)F)CC[C@@H]21	0	-3	0.1	0.2	-1	-3	2	3

Source: PubChem (Broad Institute)
